TLR4-MyD88 BLA: inhibitors of human TLR4-MyD88 binding; O00206+Q99836; HeLa CL3-4 TLR4/MyD88 BLA complementation, FRET ratio; 200,000 compounds, 0.18% hits; inhibition, % at 8.4 µM; AID 861; in the data active = inhibition above about 25%;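 note: 0% = vehicle and 100% = reference inhibitor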
PPARg SRC1 recr: agonists of human PPARgamma SRC-1 coactivator recruitment | P37231 | PPARgamma-SRC-1 coactivator recruitment biochemical assay | activation, % at 8 µM | 200,000 compounds, 0.41% hits | AID 631; in the data active = activation above about 19%;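 note: 0% = DMSO and 100% = reference agonist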
SRC2 TRFRET art: flags TR-FRET format artefacts in PPARgamma SRC-2 recruitment agonist screen; TR-FRET artefact counter-screen; stronger effect = higher value; TR-FRET ratio at 8 µM; 200,000 compounds, 0.4% hits; in the data active = TR-FRET ratio above about 2000; note: inactives centre near 1500; reference of the scale not given here
bIAP act: increases bovine intestinal alkaline phosphatase activity; purified bovine IAP, CDP-star luminescence, 30 min; stronger effect = higher value; fold of DMSO-control signal, blank-subtracted; activation factor at 20 µM; 200,000 compounds, 0.17% hits;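 active = activation factor of 2 or more at 20 µM, a signal rise over negative controls twice the positive control's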
bIAP inh: intestinal alkaline phosphatase (bovine) inhibition; purified bovine IAP, CDP-star luminescence, 30 min; inhibition, % at 20 µM; 190,000 tested, under 10 active; AID 1019;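 active = over 50% inhibition of intestinal alkaline phosphatase at 20 µM in the single-dose screen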
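System: purified bovine intestinal alkaline phosphatase (IAP) enzyme; Input: IAP diluted 1/65,000,000 in the well; Measured by: CDP-star luminescence signal; Compound dosing: 20 µM single dose; Incubation: 30 min reaction at room temperature.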
PPARg SRC-2 ag: promotes SRC-2 coactivator recruitment by human PPARgamma; activation, % at 8 µM; 200,000 compounds, 0.34% hits; AID 1032; P37231; PPARgamma LBD-SRC-2 recruitment, biochemical; in the data active = activation above about 22%;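 note: 0% = vehicle and 100% = reference agonist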
L major viab: Leishmania major promastigote growth inhibition; Leishmania major promastigotes, resazurin fluorescence viability; inhibition, % at 10 µM; 200,000 compounds, 9% hits; in the data active = inhibition above about 50%;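 note: promastigotes grown with compound for 44 hours at 28 °C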
S1P3 antagonist: antagonists of human S1P3 receptor; Q99500; CHO S1P3 NFAT-BLA reporter, FRET fluorescence, antagonist mode; inhibition, % at 4.98 µM; 170,000 compounds, 0.27% hits; AID 485;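 active = inhibition above the plate cutoff, the mean inhibition of test wells on that plate plus 3 SD, cut at about 28% in these data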;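 note: cells challenged with S1P at its EC80 of 0.8 µM; blue over green emission ratio from cleaved BLA substrate after 4 h stimulation; 0% = S1P-stimulated wells and 100% = unstimulated DMSO-only wells; some compounds past the cut are filed as inactive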
Target sequence (Q99500 whole entry, looked up): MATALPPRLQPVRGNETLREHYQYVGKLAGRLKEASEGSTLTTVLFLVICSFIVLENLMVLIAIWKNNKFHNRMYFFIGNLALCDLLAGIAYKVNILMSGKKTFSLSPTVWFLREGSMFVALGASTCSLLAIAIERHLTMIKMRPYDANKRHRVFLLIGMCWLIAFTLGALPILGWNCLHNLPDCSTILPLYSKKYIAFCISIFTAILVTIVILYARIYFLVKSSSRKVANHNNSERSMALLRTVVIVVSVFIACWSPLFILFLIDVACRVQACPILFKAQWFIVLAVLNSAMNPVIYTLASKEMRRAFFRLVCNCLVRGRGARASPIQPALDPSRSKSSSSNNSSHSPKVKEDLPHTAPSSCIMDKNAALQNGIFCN
Redox H2O2 prof: compounds producing H2O2 with reducing agent – biochemical, NIH compound library profiling, artefact control for MLSCN library redox annotation, primary screen; DTT-dependent redox cycling H2O2, phenol red/HRP absorbance; 100% = 100 µM peroxide control, 0% = buffer; activation, % at 10 µM; 200,000 compounds, 0.03% hits; AID 878;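 active = activation of at least 50% relative to the plate's high and low controls in the primary single-dose screen; inactive = activation below 50%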;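 note: compound incubated with DTT at 0.8 mM final as the reducing agent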
ROMK mod: modulators of human ROMK potassium channel; P48048; Tet-inducible ROMK, thallium flux fluorescence; actives lie on both sides; B-score at 10 µM; 130,000 compounds, 2% hits;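 active = signal ratio slope over the read window, or its plate-corrected B-score, at least 3 SD from the plate mean, either direction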;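 note: B-score of the F/F0 ratio slope over 7 to 12 s after thallium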
Target sequence (P48048 whole entry, looked up): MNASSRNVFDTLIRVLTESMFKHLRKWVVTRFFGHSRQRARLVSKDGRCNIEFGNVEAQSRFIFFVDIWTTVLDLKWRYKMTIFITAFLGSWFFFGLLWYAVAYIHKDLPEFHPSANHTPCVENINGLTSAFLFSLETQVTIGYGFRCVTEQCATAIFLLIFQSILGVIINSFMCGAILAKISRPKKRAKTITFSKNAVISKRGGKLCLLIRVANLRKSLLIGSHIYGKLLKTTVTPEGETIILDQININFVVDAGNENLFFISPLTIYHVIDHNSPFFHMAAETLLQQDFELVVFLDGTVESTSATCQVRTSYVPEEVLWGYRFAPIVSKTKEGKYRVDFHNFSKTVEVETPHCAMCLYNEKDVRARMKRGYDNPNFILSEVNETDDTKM
PPARg SRC-3 ag: agonists of human PPARgamma SRC-3 coactivator recruitment; P37231; biochemical PPARgamma/SRC-3 coactivator recruitment assay; activation, % at 8 µM; 200,000 compounds, 0.26% hits; AID 731; in the data active = activation above about 23%;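 note: 0% = DMSO and 100% = reference agonist; some compounds past the cut are filed as inactive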
Starred values were filed as active, the others as inactive.

What do the screens show for `CC(=O)c1cccc(N(CC(=O)Nc2cc(C)cc(C)c2)S(C)(=O)=O)c1`?
TLR4-MyD88 BLA: 2; PPARg SRC1 recr: 6; SRC2 TRFRET art: 1636; bIAP act: 1.2; bIAP inh: -19; PPARg SRC-2 ag: 10; L major viab: -1; S1P3 antagonist: -12; Redox H2O2 prof: -0.8; ROMK mod: -0.18; PPARg SRC-3 ag: 4

How did CCOC(=O)N1CCN(C(=O)CSCC(=O)Nc2nc(-c3ccc4c(c3)OCO4)cs2)CC1 do in these assays?
TLR4-MyD88 BLA: 0; PPARg SRC1 recr: 2; SRC2 TRFRET art: 1498; bIAP act: 1; bIAP inh: 5; PPARg SRC-2 ag: 9; L major viab: 24; S1P3 antagonist: -15; Redox H2O2 prof: -0.4; ROMK mod: -2; PPARg SRC-3 ag: -2

How did CSc1ncccc1C(=O)OCC(=O)Nc1ccc(S(=O)(=O)N2CCCC2)cc1 do in these assays?
TLR4-MyD88 BLA: 4; PPARg SRC1 recr: -3; SRC2 TRFRET art: 1356; bIAP act: 0.9; bIAP inh: 14; PPARg SRC-2 ag: -3; L major viab: -4; S1P3 antagonist: 5; Redox H2O2 prof: -0.6; ROMK mod: 0.26; PPARg SRC-3 ag: -1

What do the screens show for `COc1ccc(-c2nc(C)c(C(C)=O)n2O)cc1`?
TLR4-MyD88 BLA: -7; PPARg SRC1 recr: 0; SRC2 TRFRET art: 1606; bIAP act: 1; bIAP inh: 4; PPARg SRC-2 ag: 2; L major viab: 3; Redox H2O2 prof: 0.7; PPARg SRC-3 ag: -2

Results for CCOC(=O)N1CCN(C(=O)c2ccc3c(=O)n4c(nc3c2)CCCCC4)CC1 ?
TLR4-MyD88 BLA: -12; PPARg SRC1 recr: -3; SRC2 TRFRET art: 1455; bIAP act: 1; bIAP inh: 0; PPARg SRC-2 ag: -7; L major viab: -3; S1P3 antagonist: 2; Redox H2O2 prof: 0.1; ROMK mod: 0.066; PPARg SRC-3 ag: -18

What do the screens show for `CC1CCN(S(=O)(=O)c2ccc3c(c2)oc(=O)n3CC(=O)NCc2ccc3c(c2)OCO3)CC1`?
TLR4-MyD88 BLA: 2; PPARg SRC1 recr: 4; SRC2 TRFRET art: 1754; bIAP act: 1; bIAP inh: 0; PPARg SRC-2 ag: -4; L major viab: -6; S1P3 antagonist: 11; Redox H2O2 prof: -0.9; PPARg SRC-3 ag: 2

How did CCOC(=O)Nc1cc(C(=O)OC)ccc1C do in these assays?
TLR4-MyD88 BLA: -5; PPARg SRC1 recr: -1; SRC2 TRFRET art: 1404; bIAP act: 0.9; bIAP inh: 7; PPARg SRC-2 ag: 6; L major viab: -1; Redox H2O2 prof: 0.3; ROMK mod: 1.1; PPARg SRC-3 ag: 5

How did CSCC[C@H](NC(=O)C(C)Oc1ccc(Cl)cc1)c1nc2ccccc2[nH]1 (stereo partly drawn) do in these assays?
TLR4-MyD88 BLA: -13; PPARg SRC1 recr: 0; SRC2 TRFRET art: 1541; bIAP act: 1; bIAP inh: 2; PPARg SRC-2 ag: 10; L major viab: 7; S1P3 antagonist: -2; Redox H2O2 prof: -0.6; PPARg SRC-3 ag: -2

How did CN(C(=O)c1ccc(Cl)c(S(=O)(=O)N2CCOCC2)c1)c1ccccc1C(=O)O do in these assays?
TLR4-MyD88 BLA: -15; PPARg SRC1 recr: 4; SRC2 TRFRET art: 1495; bIAP act: 0.8; bIAP inh: 22; PPARg SRC-2 ag: -7; L major viab: 1; S1P3 antagonist: 4; Redox H2O2 prof: 1.4; PPARg SRC-3 ag: 1

How did COC(=O)c1cc(NC(=O)Nc2cc(OC)ccc2OC)cc(C(=O)OC)c1 do in these assays?
TLR4-MyD88 BLA: -6; PPARg SRC1 recr: -4; SRC2 TRFRET art: 1588; bIAP act: 0.8; bIAP inh: 17; PPARg SRC-2 ag: 6; L major viab: 46; Redox H2O2 prof: -0.1; PPARg SRC-3 ag: 11

What do the screens show for `O=C(NNC(=S)Nc1cccc(C(F)(F)F)c1)c1cccc(Cl)c1`?
TLR4-MyD88 BLA: -10; PPARg SRC1 recr: -2; SRC2 TRFRET art: 1352; bIAP act: 1; bIAP inh: -4; PPARg SRC-2 ag: -3; L major viab: -5; S1P3 antagonist: -10; Redox H2O2 prof: -0.5; PPARg SRC-3 ag: -5

How did Cc1ccc(C(=O)CSc2nnc(-c3cccs3)n2C)o1 do in these assays?
TLR4-MyD88 BLA: 3; PPARg SRC1 recr: 5; SRC2 TRFRET art: 1482; bIAP act: 0.9; bIAP inh: 11; PPARg SRC-2 ag: 5; L major viab: -3; S1P3 antagonist: -24; Redox H2O2 prof: -0.6; PPARg SRC-3 ag: 8

Results for CCOC(=O)N1CCN(C(=O)C2CCN(S(=O)(=O)c3ccccc3)CC2)CC1 ?
TLR4-MyD88 BLA: -5; PPARg SRC1 recr: 1; SRC2 TRFRET art: 1605; bIAP act: 1; bIAP inh: 1; PPARg SRC-2 ag: 5; L major viab: -6; Redox H2O2 prof: 0.0; PPARg SRC-3 ag: 7

What do the screens show for `CCOC(=O)N/N=C1\CC(C)CC(C)(C)C1` (stereo not drawn)?
TLR4-MyD88 BLA: -4; PPARg SRC1 recr: 1; SRC2 TRFRET art: 1501; bIAP act: 1; bIAP inh: 4; PPARg SRC-2 ag: -4; L major viab: -3; S1P3 antagonist: -6; Redox H2O2 prof: 0.0; PPARg SRC-3 ag: 2

Results for CCN(C(=S)NC(=O)c1ccccc1Br)C1CCCCC1 ?
TLR4-MyD88 BLA: -20; PPARg SRC1 recr: 3; SRC2 TRFRET art: 1673; bIAP act: 1; bIAP inh: 4; PPARg SRC-2 ag: 6; L major viab: -5; S1P3 antagonist: -9; Redox H2O2 prof: 0.0; ROMK mod: 6.9*; PPARg SRC-3 ag: 5

Results for COC(=O)c1c(NC(C)=O)sc(C(=O)Nc2ccccc2)c1C ?
TLR4-MyD88 BLA: 0; PPARg SRC1 recr: -10; SRC2 TRFRET art: 1415; bIAP act: 1.1; bIAP inh: -10; PPARg SRC-2 ag: -6; L major viab: -1; S1P3 antagonist: -16; Redox H2O2 prof: -0.3; ROMK mod: -1.1; PPARg SRC-3 ag: -2

What do the screens show for `Clc1ccc(CSc2cc3c(nn2)-c2ccccc2CC3)cc1Cl`?
TLR4-MyD88 BLA: 11; PPARg SRC1 recr: 3; SRC2 TRFRET art: 1921; bIAP act: 0.7; bIAP inh: 33; PPARg SRC-2 ag: -2; L major viab: -9; Redox H2O2 prof: 0.8; PPARg SRC-3 ag: 2

Results for Cc1c(NC2=NC3(CCCCC3)Cc3ccccc32)c(=O)n(-c2ccccc2)n1C ?
TLR4-MyD88 BLA: -9; PPARg SRC1 recr: 6; SRC2 TRFRET art: 1545; bIAP act: 1; bIAP inh: 0; PPARg SRC-2 ag: 6; L major viab: 46; S1P3 antagonist: 16; Redox H2O2 prof: -3.9; PPARg SRC-3 ag: 1

How did CCN(CC)CCN1C(=O)C(=O)/C(=C(/O)c2cnn(-c3ccccc3)c2C)C1c1cccs1 (stereo not drawn) do in these assays?
TLR4-MyD88 BLA: 3; PPARg SRC1 recr: 9; SRC2 TRFRET art: 1605; bIAP act: 1; bIAP inh: 4; PPARg SRC-2 ag: 7; L major viab: -3; Redox H2O2 prof: -0.5; ROMK mod: 0.014; PPARg SRC-3 ag: -6

What do the screens show for `Cc1ccc(-n2c(SCC(=O)N(C)C3CCS(=O)(=O)C3)nc3ccccc3c2=O)cc1` (stereo not drawn)?
TLR4-MyD88 BLA: -11; PPARg SRC1 recr: 5; SRC2 TRFRET art: 1774; bIAP act: 1; bIAP inh: 0; PPARg SRC-2 ag: 8; L major viab: -4; S1P3 antagonist: -12; Redox H2O2 prof: -0.3; ROMK mod: -0.28; PPARg SRC-3 ag: -3

The list goes on, starting with the last three of the part before.
Results for Cc1c(NC2=NC3(CCCCC3)Cc3ccccc32)c(=O)n(-c2ccccc2)n1C ?
TLR4-MyD88 BLA: -9; PPARg SRC1 recr: 6; SRC2 TRFRET art: 1545; bIAP act: 1; bIAP inh: 0; PPARg SRC-2 ag: 6; L major viab: 46; S1P3 antagonist: 16; Redox H2O2 prof: -3.9; PPARg SRC-3 ag: 1

How did CCN(CC)CCN1C(=O)C(=O)/C(=C(/O)c2cnn(-c3ccccc3)c2C)C1c1cccs1 (stereo not drawn) do in these assays?
TLR4-MyD88 BLA: 3; PPARg SRC1 recr: 9; SRC2 TRFRET art: 1605; bIAP act: 1; bIAP inh: 4; PPARg SRC-2 ag: 7; L major viab: -3; Redox H2O2 prof: -0.5; ROMK mod: 0.014; PPARg SRC-3 ag: -6

What do the screens show for `Cc1ccc(-n2c(SCC(=O)N(C)C3CCS(=O)(=O)C3)nc3ccccc3c2=O)cc1` (stereo not drawn)?
TLR4-MyD88 BLA: -11; PPARg SRC1 recr: 5; SRC2 TRFRET art: 1774; bIAP act: 1; bIAP inh: 0; PPARg SRC-2 ag: 8; L major viab: -4; S1P3 antagonist: -12; Redox H2O2 prof: -0.3; ROMK mod: -0.28; PPARg SRC-3 ag: -3

Results for COc1cccc(N/C(SC)=C(/C#N)C(=O)NCc2cccs2)c1 ?
TLR4-MyD88 BLA: -12; PPARg SRC1 recr: 19; SRC2 TRFRET art: 1617; bIAP act: 0.8; bIAP inh: 16; PPARg SRC-2 ag: 11; L major viab: 2; S1P3 antagonist: -3; Redox H2O2 prof: -1.2; ROMK mod: -0.061; PPARg SRC-3 ag: 0

How did Cc1cc(C)cc(C(=O)OCC(=O)NCC(F)(F)F)c1 do in these assays?
TLR4-MyD88 BLA: 3; PPARg SRC1 recr: 3; SRC2 TRFRET art: 1598; bIAP act: 1; bIAP inh: 0; PPARg SRC-2 ag: 11; L major viab: -4; S1P3 antagonist: -15; Redox H2O2 prof: -0.2; ROMK mod: 0.36; PPARg SRC-3 ag: -1

What do the screens show for `CCOC(=O)C(C)Sc1nc(-c2ccco2)cc(C(F)(F)F)c1C#N` (stereo not drawn)?
TLR4-MyD88 BLA: -2; PPARg SRC1 recr: 8; SRC2 TRFRET art: 1658; bIAP act: 0.9; bIAP inh: 5; PPARg SRC-2 ag: 1; L major viab: 15; S1P3 antagonist: -5; Redox H2O2 prof: 2.7; PPARg SRC-3 ag: 13

What do the screens show for `C=CCn1c(C(CC(C)C)CC(C)O)n[nH]c1=S` (stereo not drawn)?
TLR4-MyD88 BLA: 6; PPARg SRC1 recr: -4; SRC2 TRFRET art: 1415; bIAP act: 1.1; bIAP inh: -11; PPARg SRC-2 ag: -6; L major viab: -3; S1P3 antagonist: -1; Redox H2O2 prof: -0.6; PPARg SRC-3 ag: -3

Results for COc1ccc(NC(=O)CN(c2ccccc2)S(=O)(=O)N(C)C)cc1OC ?
TLR4-MyD88 BLA: 24; PPARg SRC1 recr: -3; SRC2 TRFRET art: 1493; bIAP act: 1; bIAP inh: 0; PPARg SRC-2 ag: 5; L major viab: -3; S1P3 antagonist: -24; Redox H2O2 prof: 0.4; ROMK mod: 0.18; PPARg SRC-3 ag: -6
